# From PubChem BioAssay
# PREPL inh – inhibits the human prolyl oligopeptidase-like enzyme | Q4J6C6 | recombinant PREPL, fluorescence polarization activity-based probe | inhibition, % at 5.96 µM | 0.68% of 320,000 active; in the data active = inhibition above about 43%;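 also: 0% = enzyme with DMSO and 100% = wells lacking enzyme; many of its hits are not listed in these tables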
# GASC-1 inh – human JMJD2C demethylase inhibition; GST-JMJD2C(1-420) H3K9me3 demethylation, DELFIA europium; 0.069% of 330,000 active; inhibition, % at 2.35 µM; AID 2099;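 active = more than half of a compound's replicate wells show inhibition beyond 50%, single wells judged on their own value; inconclusive = some, but no more than half, of replicates pass 50% inhibition; inactive = no replicate passes 50% inhibition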;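 also: signal counts dimethyl H3K9 product captured on neutravidin plate; 0% = median of DMSO wells and 100% = 0.3 times that DMSO median; strong numbers were not always called active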
# Target sequence (Q9H3R0 1-420 limits assumed): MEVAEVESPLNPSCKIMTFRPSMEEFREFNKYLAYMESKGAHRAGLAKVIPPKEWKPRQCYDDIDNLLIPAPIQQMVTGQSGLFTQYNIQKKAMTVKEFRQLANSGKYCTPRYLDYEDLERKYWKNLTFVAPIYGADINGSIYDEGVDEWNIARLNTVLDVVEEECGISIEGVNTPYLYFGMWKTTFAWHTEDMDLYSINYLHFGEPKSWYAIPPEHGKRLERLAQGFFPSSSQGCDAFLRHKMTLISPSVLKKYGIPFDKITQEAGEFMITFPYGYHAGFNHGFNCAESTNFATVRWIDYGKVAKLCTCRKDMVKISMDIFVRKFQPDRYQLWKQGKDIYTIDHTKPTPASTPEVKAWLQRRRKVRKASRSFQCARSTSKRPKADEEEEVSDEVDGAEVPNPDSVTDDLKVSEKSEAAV
# PP1 counter – counter-screen for PP5 inhibitors: inhibitors of human PP1-alpha | purified PP1alpha, OMFP fluorescence | inhibition, % at 6.7 µM | 0.9% of 320,000 active;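 active = inhibition above the mean inhibition of all tested compounds plus 3 SD, computed separately for each screening campaign, cut at about 15% in these data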
# PP5 inh – inhibitors of human protein phosphatase 5 (PP5); P53041; purified PP5c, OMFP substrate fluorescence; inhibition, % at 6.7 µM; 0.18% of 320,000 active; AID 1987;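 active = inhibition above the campaign's mean inhibition across all tested compounds plus 3 SD, cut at about 9.5% in these data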;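 also: 0% = DMSO only and 100% = 100 µM cantharidin control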
# Target sequence (P53041 whole entry, looked up): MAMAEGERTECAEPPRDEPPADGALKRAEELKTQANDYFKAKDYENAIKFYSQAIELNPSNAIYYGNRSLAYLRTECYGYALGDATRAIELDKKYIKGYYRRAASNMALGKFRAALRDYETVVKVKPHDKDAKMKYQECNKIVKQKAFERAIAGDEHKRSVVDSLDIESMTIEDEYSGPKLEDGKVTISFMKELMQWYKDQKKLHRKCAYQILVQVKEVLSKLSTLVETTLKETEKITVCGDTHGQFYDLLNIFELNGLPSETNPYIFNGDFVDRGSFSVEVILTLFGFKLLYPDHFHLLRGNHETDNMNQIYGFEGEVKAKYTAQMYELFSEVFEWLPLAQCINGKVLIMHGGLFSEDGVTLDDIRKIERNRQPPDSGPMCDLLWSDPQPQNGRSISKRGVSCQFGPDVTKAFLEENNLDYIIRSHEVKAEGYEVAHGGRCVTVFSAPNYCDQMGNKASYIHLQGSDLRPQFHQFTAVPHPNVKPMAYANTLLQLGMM
# LYPLA2 counter – blocks human lysophospholipase 2, a PME1 counter-screen; inhibition, % at 5.9 µM; O95372; recombinant LYPLA2, FP-Rh probe fluorescence polarization; 0.38% of 320,000 active;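 active = inhibition above the screen-wide mean plus 3 SD, limit set per campaign, cut at about 26% in these data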;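 also: 0% = LYPLA2 with DMSO and 100% = wells lacking LYPLA2 enzyme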
# TPT1 inh – blocks Candida albicans tRNA 2'-phosphotransferase; recombinant caTPT1, FP RNA substrate dephosphorylation; inhibition, % at 5 µM; 0.81% of 300,000 active; AID 1962;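 active = inhibition above the mean of all tested compounds plus 3 SD, set per screening campaign, cut at about 24% in these data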;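 also: plate controls were DMSO alone for no effect and ferristatin control at 100 nM for full effect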
# core dimer inh – blocks dimerization of HCV core protein; 0.33% of 300,000 active; inhibition, % at 5 µM; TR-FRET GST/Flag-core106 dimerization, 1536-well;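 active = inhibition above the mean of all tested compounds plus 3 SD, set per screening campaign, cut at about 45% in these data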
#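 Assay system: GST-tagged and Flag-tagged HCV core protein residues 1-106 / Times: compound-protein-antibody incubation 4 h at 22.5 °C / Signal: time-resolved FRET, ex 340 nm, em 617 and 671 nm / Evaluation: % inhibition based on acceptor/donor emission ratio / Benchmarks: wells lacking GST-core106 and wells with excess unlabelled core106 / Repeats: singlicate, one well per compound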
# Efflux pump inh – inhibitors of Candida antifungal efflux pumps expressed in yeast; S. cerevisiae Candida pump triplex, Nile Red efflux; inhibition, % at 10 µM; 0.44% of 330,000 active; AID 485275;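 active = plate passing quality check with inhibition over a set limit, or well fluorescence over plate mean plus 4 SD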;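 also: Nile Red retained in pooled yeast measured as flow cytometry median fluorescence; 0% = buffer negative control and 100% = Enniatin B positive control; higher means more Nile Red kept so more efflux inhibition; some compounds called inactive have numbers as strong as hits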
# Fh CTSL1 inh – blocks F. hepatica cathepsin L1 in PFM18AAP counter-screen; recombinant F. hepatica cathepsin L1, Z-Leu-Arg-MCA fluorescence; inhibition, % at 5.96 µM; 0.49% of 300,000 active; AID 1906;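 active = inhibition above the mean of all tested compounds plus 3 SD, set per screening campaign, cut at about 17% in these data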;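 also: 0% = plate median of test compound wells and 100% = 1 µM Z-Phe-Ala-diazomethylketone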
# * = called active by the depositor; ? = inconclusive; / = not tested or not shown.
(1) O=C(NC1CC1)c1sc2cc([N+](=O)[O-])ccc2c1Cl
(2) CCCNC(=O)c1c(CSc2ccc(Cl)cc2)noc1C(=O)NCc1ccccc1
(3) O=c1c2ccccc2oc2cc(NCCCN3CCOCC3)ccc12
(4) CC(C#N)(Cc1ccccc1)Nc1ccccc1 (stereo not given)
(5) O=c1[nH]nc(Cc2ccc([N+](=O)[O-])cc2)c2ccccc12
(6) Cc1cc2c(cc1C)CSC(c1ccccc1OC(=O)C(C)(C)C)SC2
(7) O=S(=O)(NCc1ccc(F)cc1)c1ccc(-c2cnc(C3CC3)o2)cc1
(8) Cc1ccccc1Nc1c(C)c(C)nc2ncnn12
compound no.	1	2	3	4	5	6	7	8
PREPL inh	-19	-13	8	-1	25	22	13	19
GASC-1 inh	-1	?	2	-3	13	-1	-39	0
PP1 counter	-2	6	0	1	-1	5	0	-6
PP5 inh	0.2	5.3	0.8	-1.1	-1.9	1.6	2.0	3.5
LYPLA2 counter	3	-20	-6	-4	8	-2	-5	-1
TPT1 inh	-2	0	0	2	2	-6	-1	5
core dimer inh	-2	1	2	-2	22	3	-20	-8
Efflux pump inh	0.0	-0.1	0.0	0.1	-0.1	0.0	-0.1	0.0
Fh CTSL1 inh	0	0	5	-4	1	-4	3	1

(9) COCCCN=Cc1c(C)[nH]n(-c2ccc(Br)cc2Br)c1=O
(10) COC(=O)c1ccccc1NC(=O)CSc1nnc(COc2cccc(OC)c2)n1C
(11) COc1ccc(CCN2CC(C(=O)OC(C)C(=O)Nc3cccc(Cl)c3)CC2=O)cc1OC (stereo not given)
(12) O=[N+]([O-])c1cccc(/C=C/C=N/Nc2nc(N3CCCCC3)nc(N3CCCCC3)n2)c1
(13) CC1CCc2c(sc3nc(CSc4n[nH]c(N)n4)[nH]c(=O)c23)C1 (stereo not given)
(14) CC1(C)CC(=O)C(C=NCCN2CCN(CC(=O)Nc3ccccc3)CC2)=C(O)C1
(15) CN(CCO)c1ncnc2c1sc1nc(N3CCOCC3)c3c(c12)CCC3
(16) COc1ccc(OC)c(/C=N/Nc2nc(C)cc(=O)[nH]2)c1
compound no.	9	10	11	12	13	14	15	16
PREPL inh	-5	13	-5	3	-4	10	-7	-4
GASC-1 inh	3	-24	-4	4	4	-3	46	29
PP1 counter	0	0	-2	3	2	-1	-8	-7
PP5 inh	3.9	2.7	-3.2	-2.2	-0.7	0.8	1.1	-0.7
LYPLA2 counter	-4	4	4	9	-1	4	2	-1
TPT1 inh	-4	1	/	-1	0	-2	0	-4
core dimer inh	1	7	/	17	1	-8	5	-8
Efflux pump inh	0.0	0.1	0.0	0.0	0.0	0.0	0.1	-0.3
Fh CTSL1 inh	0	5	/	0	-4	6	1	-7

(17) CC(=O)c1cccc(NC(=O)N2CCCC2C(=O)NCCC(C)C)c1 (stereo not given)
(18) Cc1cc(-c2ccc(NC(=O)[C@@H]3CCCC[C@@H]3C(=O)O)c(C)c2)ccc1NC(=O)[C@@H]1CCCC[C@@H]1C(=O)O
(19) COc1ccc(C(=O)N/N=C/c2c(C)nn(-c3ccccc3)c2OC)cc1
(20) CC(Sc1nnc(-c2ccco2)n1C)C(=O)N(C)C1CCCCC1 (stereo not given)
(21) COC(=O)c1ccc(Oc2coc3cc(OCc4ccc([N+](=O)[O-])cc4)ccc3c2=O)cc1
(22) COc1ccc2c(-c3cc4ccc(OCc5ccc(F)cc5)cc4oc3=O)cc(=O)oc2c1
(23) O=C(Nc1nnc(-c2ccncc2)o1)C1CCCCC1
(24) Cc1nc2c(cnn2-c2ccccc2Cl)c(=O)n1-c1ccc(N2CCC(C)CC2)cc1
compound no.	17	18	19	20	21	22	23	24
PREPL inh	-2	-2	7	4	1	2	23	10
GASC-1 inh	-13	12	-3	0	7	-6	-4	-20
PP1 counter	0	-2	-5	2	2	-3	-1	6
PP5 inh	-2.0	0.3	3.2	-1.1	2.8	-1.6	-1.8	-1.6
LYPLA2 counter	6	0	4	-1	9	4	5	4
TPT1 inh	3	2	2	2	-2	7	-4	0
core dimer inh	-2	-1	-2	-2	68*	1	-7	19
Efflux pump inh	-0.1	-0.2	0.2	0.0	-0.2	-0.1	-0.1	0.1
Fh CTSL1 inh	-5	0	4	1	2	2	-3	3

# Compound profiles (already shown). Order of screens: PREPL inh, GASC-1 inh, PP1 counter, PP5 inh, LYPLA2 counter, TPT1 inh, core dimer inh, Efflux pump inh, Fh CTSL1 inh
# `COc1ccc2c(-c3cc4ccc(OCc5ccc(F)cc5)cc4oc3=O)cc(=O)oc2c1` across the screens: 2, -6, -3, -1.6, 4, 7, 1, -0.1, 2
# `Cc1nc2c(cnn2-c2ccccc2Cl)c(=O)n1-c1ccc(N2CCC(C)CC2)cc1` across the screens: 10, -20, 6, -1.6, 4, 0, 19, 0.1, 3
# `COC(=O)c1ccc(Oc2coc3cc(OCc4ccc([N+](=O)[O-])cc4)ccc3c2=O)cc1` across the screens: 1, 7, 2, 2.8, 9, -2, 68*, -0.2, 2

# (list continues)
(25) CCCS(=O)(=O)Nc1cc(C(F)(F)F)ccc1OCCOC
(26) CCOC(=O)c1c(CN(C)C)n(C)c2c(O)c(N=NC(N)=O)c3ccc(Br)cc3c12
(27) OCCCNc1nc(-c2ccccc2)c2cc(Cl)ccc2n1
(28) S=C(c1cccs1)N1CCCC1
(29) O=C(O)c1ccc(/C=N/NC(=O)C2CC2(c2ccccc2)c2ccccc2)cc1 (stereo not given)
(30) Cn1cccc1/C=C1\SC(=O)N(c2ccccc2)C1=O
(31) O=C(Cn1cc(C(F)(F)F)cc(Cl)c1=O)NCCc1ccccc1
(32) CC(C)OCCCNC(=O)CCc1nc(-c2ccccc2)no1
compound no.	25	26	27	28	29	30	31	32
PREPL inh	3	16	3	10	0	4	1	-10
GASC-1 inh	-3	-2	8	-25	-4	-2	-3	-17
PP1 counter	-3	17*	-2	1	1	-1	-1	-1
PP5 inh	0.8	8.6	2.8	1.9	4.2	0.6	-0.4	1.9
LYPLA2 counter	1	11	1	2	-8	-1	4	-7
TPT1 inh	2	-3	-4	5	0	24	-4	-1
core dimer inh	0	-3	-2	4	9	2	-4	-3
Efflux pump inh	-0.1	-0.1	0.1	0.4	0.1	-0.1	-0.7	0.0
Fh CTSL1 inh	-1	20*	-7	-1	-2	2	-3	-4

(33) COc1cc(OC)c(-c2nnc(-c3ccc(OC)c(OC)c3OC)o2)cc1OC
(34) CCOC(=O)c1[nH]c2ccccc2c1NC(=O)c1ccc(S(=O)(=O)N(C)C)cc1
(35) NC(=O)COc1ccc(-n2cnnn2)cc1
(36) O=C1CN(C(=O)c2ccccc2)C(c2ccccc2)c2cc(F)ccc2N1 (stereo not given)
(37) COc1cccc(CCNC(=O)C2CCC(=O)N(Cc3cccc(OC)c3)C2)c1 (stereo not given)
(38) O=C(COc1ccc(/C=N/NC(=O)c2ccncc2)cc1)Nc1cccc([N+](=O)[O-])c1
(39) CC(C)(C)OC(=O)N1CCC2(CC1)C(C#N)=C(N)OC1=C2C(=O)CCC1
(40) COc1ccccc1NS(=O)(=O)c1cccc(C(=O)N/N=C/c2cn(-c3ccccc3)nc2-c2ccccc2)c1
compound no.	33	34	35	36	37	38	39	40
PREPL inh	12	2	17	14	6	-17	0	12
GASC-1 inh	-1	6	11	4	-3	10	-4	-4
PP1 counter	-1	1	3	-1	-1	2	-1	4
PP5 inh	2.3	-0.5	-11	2.8	-1.4	0.2	0.1	4.8
LYPLA2 counter	-5	-6	3	6	1	-15	6	-66
TPT1 inh	2	-1	-4	0	-6	3	-3	-2
core dimer inh	-1	9	46*	-16	4	4	1	22
Efflux pump inh	0.0	-0.6	0.0	-0.2	-0.1	0.1	0.0	-0.8
Fh CTSL1 inh	1	1	8	5	4	1	-5	2

(41) Cc1cccc(NS(=O)(=O)c2ccc(C(=O)N3CCC3)cc2)c1C
(42) COC(=O)C1CCN(C(=O)c2ccc(OC3CCN(Cc4ccccn4)CC3)cc2)CC1
(43) CCOC(=O)CC(=O)CSc1nc2c(sc(=S)n2-c2ccc(C)c(C)c2)c(=O)[nH]1
(44) Cc1ccc(C)c(N2CCN(C(=O)c3ccc(Cn4c(=S)[nH]c5ccc(N6CCOCC6)cc5c4=O)cc3)CC2)c1
(45) COc1ccc(N2CCN(C(=O)CCNS(=O)(=O)c3ccc4c(c3)CCC(=O)N4)CC2)cc1
(46) Cc1ccc(C(=O)N2CCCCCC2)cc1Br
(47) COc1ccc(NC(=S)N2CCN(CCN3C(=O)c4cccc5cccc(c45)C3=O)CC2)cc1
(48) CC(O)CO (stereo not given)
compound no.	41	42	43	44	45	46	47	48
PREPL inh	2	3	-4	21	8	-2	8	13
GASC-1 inh	-21	-26	16	1	/	2	-2	12
PP1 counter	-1	-4	7	30*	3	1	-6	-2
PP5 inh	-1.4	1.7	2.3	2.7	-2.0	4.0	0.3	2.8
LYPLA2 counter	6	5	-3	3	10	-1	11	11
TPT1 inh	-1	3	-6	4	-2	-1	2	/
core dimer inh	-1	4	16	48*	-4	-2	9	/
Efflux pump inh	0.0	0.1	-0.1	0.4	-0.1	0.2	0.0	-0.2
Fh CTSL1 inh	2	-3	5	-6	-2	-2	0	/

(49) N#Cc1c(C(F)(F)F)cc(-c2cccs2)nc1SC(C(=O)O)c1ccccc1 (stereo not given)
(50) COCCCNCCOCCOc1c(OC)cccc1OC
(51) CCCn1c(SCC(=O)NC(C)(C)C)nnc1-c1ccco1
(52) Cc1cc(Nc2ccccc2)n(C(=O)c2ccc(Cl)cc2)n1
(53) COc1ccc(N2CCN(C(=O)CCC(=O)N3CCOc4ccc(Cl)cc43)CC2)cc1
(54) C=CC(=O)Nc1ccc(Br)cc1
(55) CC(OC(=O)c1ccc(S(=O)(=O)NCc2ccco2)cc1)C(=O)Nc1ccc(Cl)cn1 (stereo not given)
(56) C=CCOn1c(=O)c(-c2cc3ccccc3o2)[n+]([O-])c2ccccc21
compound no.	49	50	51	52	53	54	55	56
PREPL inh	0	0	4	19	8	-8	-7	8
GASC-1 inh	3	6	-20	-3	5	11	4	-1
PP1 counter	4	-4	-5	-2	-1	0	2	-3
PP5 inh	0.8	-1.5	1.9	-2.5	-1.9	0.7	2.6	3.5
LYPLA2 counter	-7	-6	2	-3	20	4	-3	1
TPT1 inh	2	-2	1	-1	-4	6	-3	-43
core dimer inh	17	-2	1	2	-3	1	6	1
Efflux pump inh	-0.1	0.0	-0.2	0.1	-0.1	-0.1	0.5	0.1
Fh CTSL1 inh	6	-6	-1	2	-3	1	-14	2

(57) CCOCCCNC(=O)C(c1ccc(Cl)cc1)N1CCN(C(=O)c2ccco2)CC1 (stereo not given)
(58) COc1cccc(NC(=O)c2ccc(N3C(=O)C4CC=C(C)CC4C3=O)cc2)c1 (stereo not given)
(59) Cc1ccc(S(=O)(=O)N(CCCN2CCCC2=O)Cc2cc3c(C)ccc(C)c3[nH]c2=O)cc1
(60) CCOC(=O)CSC1=C(C#N)C(c2ccc(C)cc2)C(C(=O)OC)C(=O)N1 (stereo not given)
compound no.	57	58	59	60
PREPL inh	-1	-12	-9	11
GASC-1 inh	0	1	7	3
PP1 counter	-5	-4	-2	1
PP5 inh	4.0	0.1	-0.9	2.4
LYPLA2 counter	2	3	-1	-1
TPT1 inh	-1	-3	1	0
core dimer inh	1	3	2	3
Efflux pump inh	0.1	-0.1	-0.1	0.1
Fh CTSL1 inh	1	-3	0	-5

# Some of the compounds tested, so the mix of outcomes need not match the whole.
